# mHTT-CaM PPI inh: disrupts binding of mutant huntingtin to calmodulin. P42858. AID 1671202. inhibition, % at 15 µM. hit rate 3.6% among 190,000. AlphaScreen His-mHTT/GST-CaM binding, luminescence;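 further: 0% = both proteins with DMSO and 100% = one protein alone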
# Target sequence (P42858 whole entry, looked up, stated change not applied): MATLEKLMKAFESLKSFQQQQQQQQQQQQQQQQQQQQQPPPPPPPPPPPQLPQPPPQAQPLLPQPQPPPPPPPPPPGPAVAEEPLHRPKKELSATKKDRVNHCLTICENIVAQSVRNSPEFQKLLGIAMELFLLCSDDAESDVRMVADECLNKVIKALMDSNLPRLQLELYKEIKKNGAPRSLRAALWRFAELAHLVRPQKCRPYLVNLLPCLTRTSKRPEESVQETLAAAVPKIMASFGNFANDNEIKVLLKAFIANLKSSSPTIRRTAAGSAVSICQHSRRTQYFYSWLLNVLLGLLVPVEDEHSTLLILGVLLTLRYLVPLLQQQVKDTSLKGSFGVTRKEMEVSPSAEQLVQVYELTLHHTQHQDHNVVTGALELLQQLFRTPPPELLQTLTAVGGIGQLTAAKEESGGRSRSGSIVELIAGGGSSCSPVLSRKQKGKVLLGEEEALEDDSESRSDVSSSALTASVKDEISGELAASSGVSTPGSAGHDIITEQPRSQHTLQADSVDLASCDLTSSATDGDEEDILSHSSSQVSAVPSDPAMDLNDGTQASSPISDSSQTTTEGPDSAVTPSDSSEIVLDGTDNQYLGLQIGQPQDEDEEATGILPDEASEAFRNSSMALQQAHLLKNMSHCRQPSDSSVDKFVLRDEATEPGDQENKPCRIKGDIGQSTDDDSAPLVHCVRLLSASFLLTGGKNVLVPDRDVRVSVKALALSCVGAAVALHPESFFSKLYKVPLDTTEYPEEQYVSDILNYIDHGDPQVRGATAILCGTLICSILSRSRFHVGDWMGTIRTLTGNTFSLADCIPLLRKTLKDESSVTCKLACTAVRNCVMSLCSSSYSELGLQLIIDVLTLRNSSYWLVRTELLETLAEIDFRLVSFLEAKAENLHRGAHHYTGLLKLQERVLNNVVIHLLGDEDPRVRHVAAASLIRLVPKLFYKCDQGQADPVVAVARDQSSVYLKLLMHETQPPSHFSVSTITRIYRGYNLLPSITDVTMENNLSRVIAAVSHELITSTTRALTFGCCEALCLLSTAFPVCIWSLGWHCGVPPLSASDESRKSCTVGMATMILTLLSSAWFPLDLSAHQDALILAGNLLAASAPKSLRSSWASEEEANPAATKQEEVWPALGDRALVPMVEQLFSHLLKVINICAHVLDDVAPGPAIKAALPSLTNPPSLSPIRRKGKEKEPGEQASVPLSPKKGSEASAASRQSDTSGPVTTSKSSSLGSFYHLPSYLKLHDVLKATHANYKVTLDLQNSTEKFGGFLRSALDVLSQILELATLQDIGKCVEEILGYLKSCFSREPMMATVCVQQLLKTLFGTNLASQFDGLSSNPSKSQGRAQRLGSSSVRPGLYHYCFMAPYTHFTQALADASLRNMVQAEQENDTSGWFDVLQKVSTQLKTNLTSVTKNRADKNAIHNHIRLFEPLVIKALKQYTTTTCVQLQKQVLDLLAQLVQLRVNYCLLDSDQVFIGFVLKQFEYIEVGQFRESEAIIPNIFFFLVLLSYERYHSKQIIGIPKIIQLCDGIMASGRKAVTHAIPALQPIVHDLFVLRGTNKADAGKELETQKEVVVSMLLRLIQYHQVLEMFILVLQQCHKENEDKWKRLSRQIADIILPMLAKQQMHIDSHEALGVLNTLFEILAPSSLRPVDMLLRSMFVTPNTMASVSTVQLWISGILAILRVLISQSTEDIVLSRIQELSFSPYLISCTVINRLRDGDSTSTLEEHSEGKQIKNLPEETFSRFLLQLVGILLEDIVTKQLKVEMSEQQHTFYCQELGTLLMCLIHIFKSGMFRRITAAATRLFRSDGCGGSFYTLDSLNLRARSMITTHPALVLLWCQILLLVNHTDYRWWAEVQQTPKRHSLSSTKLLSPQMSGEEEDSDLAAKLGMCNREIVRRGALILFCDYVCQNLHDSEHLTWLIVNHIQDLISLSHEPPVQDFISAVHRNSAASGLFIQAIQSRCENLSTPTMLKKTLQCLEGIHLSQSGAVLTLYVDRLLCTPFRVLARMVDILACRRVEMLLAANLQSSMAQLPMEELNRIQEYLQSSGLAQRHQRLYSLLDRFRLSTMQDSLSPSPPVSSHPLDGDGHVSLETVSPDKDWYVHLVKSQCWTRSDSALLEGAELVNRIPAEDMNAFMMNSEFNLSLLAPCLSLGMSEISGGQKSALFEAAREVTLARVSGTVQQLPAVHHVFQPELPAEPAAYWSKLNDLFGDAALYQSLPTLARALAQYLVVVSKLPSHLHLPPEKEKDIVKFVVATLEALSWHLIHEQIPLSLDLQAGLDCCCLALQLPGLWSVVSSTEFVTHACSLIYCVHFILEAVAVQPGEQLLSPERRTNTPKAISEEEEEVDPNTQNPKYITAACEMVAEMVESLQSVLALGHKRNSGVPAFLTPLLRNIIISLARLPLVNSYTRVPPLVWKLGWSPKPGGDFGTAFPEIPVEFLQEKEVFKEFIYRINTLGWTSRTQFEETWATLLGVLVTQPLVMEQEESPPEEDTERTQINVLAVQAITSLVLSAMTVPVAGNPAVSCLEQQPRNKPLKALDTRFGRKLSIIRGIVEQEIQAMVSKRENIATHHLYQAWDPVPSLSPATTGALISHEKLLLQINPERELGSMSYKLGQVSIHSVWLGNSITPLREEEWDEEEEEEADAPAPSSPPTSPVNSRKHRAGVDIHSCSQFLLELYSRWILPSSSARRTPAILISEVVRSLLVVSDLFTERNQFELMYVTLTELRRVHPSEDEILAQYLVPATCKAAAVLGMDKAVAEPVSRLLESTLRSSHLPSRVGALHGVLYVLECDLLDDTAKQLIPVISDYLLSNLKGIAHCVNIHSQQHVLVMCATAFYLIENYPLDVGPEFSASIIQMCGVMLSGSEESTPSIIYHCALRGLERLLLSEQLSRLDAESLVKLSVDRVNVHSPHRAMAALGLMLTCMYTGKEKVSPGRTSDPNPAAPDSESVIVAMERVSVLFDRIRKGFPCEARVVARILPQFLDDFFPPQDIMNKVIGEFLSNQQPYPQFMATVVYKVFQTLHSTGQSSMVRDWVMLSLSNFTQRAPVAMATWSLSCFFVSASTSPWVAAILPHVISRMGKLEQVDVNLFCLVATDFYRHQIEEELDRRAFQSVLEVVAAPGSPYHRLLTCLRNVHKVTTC
# Pf apPOL block: Pf-apPOL DNA polymerase inhibition. hit rate 0.25% among 210,000. Recombinant Pf-apPOL, molecular beacon fluorescence, 1.5 h. AID 1794808. inhibition, % at 10 µM
# * hit, by the source's call; x = no result given; & = joins results of further samples. No stated cut-off is given here; in the data, active means inhibition above about 50%; inactive means the rest. Random draw from the library; overall some 3.6% were active at least once.
SMILES,mHTT-CaM PPI inh,Pf apPOL block
COc1cccc(CN2c3ccc(Br)cc3C(O)CS2(=O)=O)c1 (centres undefined),28,-1
Cn1c(C2CCN(C(=O)c3ccc(Br)cc3)CC2)cc(=O)n2nccc12,-2,-3
CCS(=O)(=O)N1CCN(c2ccc([N+](=O)[O-])c(N3CCOCC3)c2)CC1,7,-13
COc1ccc2c(c1)CCN(c1nc3ccc(S(C)(=O)=O)cc3s1)C2,-8,-15
Cc1c(Cl)c([N+](=O)[O-])nn1CCCC(=O)NCCc1ccccc1,3,-8
COc1cccc(C=C2Oc3cc(OC(=O)c4ccco4)ccc3C2=O)c1OC,4,-7
Cn1c(C2CCN(C(=O)c3cc(F)ccc3F)C2)nc2ccncc21 (centres undefined),2,-3
CCOc1ccc(N=c2scc(-c3ccc([N+](=O)[O-])cc3)n2CCO)cc1,13,-2
COc1ccc(C2Nc3c(Cl)cccc3C3C=CCC32)cc1[N+](=O)[O-] (centres undefined),52*,-4
COCC(=O)N1CCCc2ccc(NC(=O)c3snnc3C)cc21,-16,-5
N#Cc1ccc(Sc2nc3ccccc3[nH]2)cc1C#N,-2,-7
COc1ccc(/C=c2\sc3nc(=O)c(C)nn3c2=O)c(OC)c1,-1,-64
CCCN(CCC)S(=O)(=O)c1ccc2c(c1)CC(C)N2C(C)=O (centres undefined),11,-12
CCCNC(=O)C1CN(C(=O)c2ccccc2F)CC1c1cccc(F)c1 (centres undefined),-6,1
COc1cccc(C2CC(c3ccc(F)cc3)Nc3ncnn32)c1OC (centres undefined),12,-5
CN(C)CCCNC(=O)c1cccc(F)c1,-6,0
C=CCC(CC=C)(NC(=O)c1ccccc1C)c1ccccc1,-5,2
CCC1c2ccc(C)n2CCN1C(=O)Nc1ccccc1C(=O)OC (centres undefined),-5,1
N#Cc1c(-n2ncnc2-c2ccccn2)sc2c1CCCCC2,19,-10
O=S(=O)(Cc1cccc(Cl)c1)N1CCc2nc(-c3ccc(F)cc3)ncc2C1,-2,3
O=C(O)CN(C1CCCCC1)S(=O)(=O)c1ccc(F)cc1,1,-4
NC(=O)CN1C(C(=O)c2ccccc2)=C(N2CCOCC2)c2ccccc2S1(=O)=O,-2,2
COc1cc(C(=O)Nc2nc3ccc(C)cc3s2)c(Br)c(OC)c1OC,5,-4
C=CCNC(=O)C1Cc2cc(C(F)(F)F)ccc2N2CCSCC12 (centres undefined),26,-2
O=C(NCc1cccs1)c1cc2c(s1)CN(C1CC1)C2,4,0
CC(C)(C)N1C(=O)c2ccccc2C1C(=O)NC1CCCC1 (centres undefined),-8,-13
CC1CCN(C(=O)CSc2cn(Cc3ccccc3Cl)c3ccccc23)CC1,58*,-5
Cc1onc(-c2ccccc2)c1C(=O)N1CCN(c2ccc([N+](=O)[O-])cc2Cl)CC1C (centres undefined),47,-5
Cc1ccc(CNC(=O)C2CCN(Cc3cn(C)c4ccccc34)CC2)cc1,2,-2
COc1ccc(NC(=O)C2CCC(C)(C(=O)O)C2(C)C)cc1 (centres undefined),-7,-7
O=S1(=O)CCO[C@H]2Cc3ccccc3[C@H]2N1Cc1cccc(F)c1,-12,-5
O=C(Nc1ccc([N+](=O)[O-])cc1Cl)c1cc2ccccc2o1,-1,2
CCC(c1ccccc1)c1nc(-c2ccncc2)no1 (centres undefined),-14,-8
S=C(NN=C1CCCC1)NC1CC2C=CC1C2 (centres undefined),x,-28
O=C(NCc1ccco1)C1CC(=O)N(c2ccc3c(c2)CCN3C(=O)C2CCC2)C1 (centres undefined),4,-8
C=CCN1C(=Nc2cccnc2)SCC1(O)c1ccc(OC)c(OC)c1 (centres undefined),2,-18
O=C(c1cc2c(s1)CCC(C(=O)N1CCCC1)C2)N1CCCC1 (centres undefined),-3,-1
Cc1ccc(NC(=O)CN2C(=O)NC3(CCC(C)CC3)C2=O)cc1 (centres undefined),-4,-8
CC(Oc1ccc(Cl)cc1Cl)c1nc(-c2cccnc2)no1 (centres undefined),-7&-18,-3&-7
Cc1cc(C)c2sc(NCc3cccnc3)nc2c1,0,-1
CCC(=O)N1CCc2sc(S(=O)(=O)Nc3ccc(F)cc3C)cc2C1,17,-7
COc1ccc(S(=O)(=O)N2CCN(Cc3ccc([N+](=O)[O-])cc3)CC2)cc1,0,-4
COc1ccc(Br)cc1C=Nc1ccccc1Br,-4,-7
Cc1ccc(S(=O)(=O)N(C)C)cc1NC(=O)Nc1cccs1,x,-4
CCN1c2cc(F)ccc2C(=O)NC12CCN(C(=O)c1ccc(F)cc1)CC2,-1,1
O=C(NCCN1CCN(C(=O)c2ccc(Cl)cc2Cl)CC1)C(=O)Nc1ccc(F)cc1,0,-6
O=C1CSC(c2ccc(F)cc2)N1c1ccccc1F (centres undefined),-4,0
Cc1ccc(N(C=NC#N)CC(=O)c2ccccc2)cc1,1,-6
COc1cccc(CNC(=O)CCCc2cn(C)c3ccccc23)c1,14,-14
CC(=O)N1CCN(c2cc(Oc3ccccc3)ncn2)CC1C (centres undefined),3,-10
Cc1[nH]nc(SCC(=O)Nc2cc(C)n(Cc3ccc(Cl)cc3)n2)c1[N+](=O)[O-],17,-4
Cc1ccc(-c2nc(C3CCN(S(=O)(=O)c4cccc(Cl)c4C)CC3)no2)cc1,-8,-6
COc1ccccc1C1NC(=O)NC(C)=C1C(=O)Nc1ccc(F)c(F)c1 (centres undefined),6,0
Cc1ccsc1C(=O)N1CC2CC1CC2NS(C)(=O)=O (centres undefined),-2,-2
CS(=O)(=O)N1Cc2ccccc2CC1C(=O)Nc1ccc(F)cc1 (centres undefined),0,-3
CSc1ncccc1C(=O)N1CCC(CCOc2ccccc2F)CC1,17,0
O=C1CSC(c2cccc(Br)c2)N1c1ccc(F)c(Cl)c1 (centres undefined),8,0
COc1ccccc1N1CCN(C(=O)c2ccc(C)cc2)C(C)C1=O (centres undefined),6,-2
COc1ccccc1-c1c(C)oc2cc(OS(C)(=O)=O)ccc2c1=O,4,2
O=C1NN(c2ccc(Br)cc2)C(=O)/C1=C/c1cc([N+](=O)[O-])c(Cl)cc1Cl,95*,-3

# Pulled by compound from above:
SMILES,mHTT-CaM PPI inh,Pf apPOL block
C=CCN1C(=Nc2cccnc2)SCC1(O)c1ccc(OC)c(OC)c1 (centres undefined),2,-18
O=C(O)CN(C1CCCCC1)S(=O)(=O)c1ccc(F)cc1,1,-4

# Further compounds follow:
SMILES,mHTT-CaM PPI inh,Pf apPOL block
COc1ccc(CCN2C(=O)CSC2=S)cc1OC,x,-1
O=C(Nc1c(Cl)cc([N+](=O)[O-])cc1Cl)c1cc(Cl)ccc1O,35,1
NC(=S)c1cc(C(F)(F)F)cc(C(F)(F)F)c1,x,-8
COc1cccc(C2CC(c3ccc(Cl)cc3)Nc3ncnn32)c1OC (centres undefined),30,-7
O=C1OC(c2ccc(Br)o2)=N/C1=C/c1ccc(Cl)c(Cl)c1,20,1
Nc1nnc(SCC(=O)Nc2ccc(S(=O)(=O)Nc3nccs3)cc2)s1,-1,-2
Nc1nnc2c(n1)-c1ccccc1C2=O,0,-2
CCCC(=O)Nc1ccccc1NC(=O)c1ccc(I)cc1,-1,-4
Fc1cccc(F)c1CSc1nnc(-c2ccco2)n1-c1ccccc1,6,1
CCc1ccc(NC(=O)C2CCN(c3nnc(-c4ccc(OC)cc4)o3)CC2)cc1,1,-2
CC(=O)N1CCc2ccccc2C1C(=O)NC(C)c1ccccc1 (centres undefined),-6,-2
O=C(NCc1csc(C2CCN(C(=O)c3ccc(Cl)cc3)CC2)n1)C1CC1,8,1
COc1cc(C(CCN2CCCC(C)C2)c2c(OC)cc(OC)c3c(-c4ccccc4)cc(=O)oc23)cc(OC)c1OC (centres undefined),87*,-9
CCN1C=C(Cc2ccc(F)cc2)C2=C(C1)C(c1ccc(F)cc1)C(C#N)=C(N)O2 (centres undefined),85*,-14
CC(=O)c1cccc(NC(=O)c2ccc(-c3ccccc3)cc2)c1,7,-4
Oc1cccc(Nc2nc(-c3ccc(Cl)cc3)cs2)c1,97*,-5
Cc1cccc(NC(=O)C2CC(=O)N(c3ccc4c(c3)CCN4C(=O)C3CC3)C2)c1 (centres undefined),1,-2
COc1ccc(Cc2nnc(NS(=O)(=O)c3ccc(NC(C)=O)cc3)s2)cc1,3,-4
COc1ccc(-c2cnnn2-c2ccc(NC(=O)c3ccc4c(c3)OCO4)cc2)cc1,15,-4
CC(C)C(=O)NCc1csc(C2CCCN(C(=O)c3cc(F)ccc3Cl)C2)n1 (centres undefined),-1,-3

# A draw from above in order of length of the SMILES, rising:
SMILES,mHTT-CaM PPI inh,Pf apPOL block
S=C(NN=C1CCCC1)NC1CC2C=CC1C2 (centres undefined),x,-28
Cc1cc(C)c2sc(NCc3cccnc3)nc2c1,0,-1
N#Cc1ccc(Sc2nc3ccccc3[nH]2)cc1C#N,-2,-7
NC(=S)c1cc(C(F)(F)F)cc(C(F)(F)F)c1,x,-8
Cc1ccsc1C(=O)N1CC2CC1CC2NS(C)(=O)=O (centres undefined),-2,-2
C=CCC(CC=C)(NC(=O)c1ccccc1C)c1ccccc1,-5,2
O=C(O)CN(C1CCCCC1)S(=O)(=O)c1ccc(F)cc1,1,-4
Cc1ccc(S(=O)(=O)N(C)C)cc1NC(=O)Nc1cccs1,x,-4
COc1cccc(CN2c3ccc(Br)cc3C(O)CS2(=O)=O)c1 (centres undefined),28,-1
O=C(c1cc2c(s1)CCC(C(=O)N1CCCC1)C2)N1CCCC1 (centres undefined),-3,-1
C=CCN1C(=Nc2cccnc2)SCC1(O)c1ccc(OC)c(OC)c1 (centres undefined),2,-18
O=C(Nc1ccc([N+](=O)[O-])cc1Cl)c1cc2ccccc2o1,-1,2
CCC(=O)N1CCc2sc(S(=O)(=O)Nc3ccc(F)cc3C)cc2C1,17,-7
COc1ccc2c(c1)CCN(c1nc3ccc(S(C)(=O)=O)cc3s1)C2,-8,-15
COc1ccccc1C1NC(=O)NC(C)=C1C(=O)Nc1ccc(F)c(F)c1 (centres undefined),6,0
Cn1c(C2CCN(C(=O)c3ccc(Br)cc3)CC2)cc(=O)n2nccc12,-2,-3
O=C(NCc1csc(C2CCN(C(=O)c3ccc(Cl)cc3)CC2)n1)C1CC1,8,1
CCOc1ccc(N=c2scc(-c3ccc([N+](=O)[O-])cc3)n2CCO)cc1,13,-2
O=C(NCc1ccco1)C1CC(=O)N(c2ccc3c(c2)CCN3C(=O)C2CCC2)C1 (centres undefined),4,-8
O=C(NCCN1CCN(C(=O)c2ccc(Cl)cc2Cl)CC1)C(=O)Nc1ccc(F)cc1,0,-6

# Other results.
SMILES,mHTT-CaM PPI inh,Pf apPOL block
COc1cc(O)c(CN2CC(C)CC(C)C2)c2oc(-c3ccccc3)cc(=O)c12 (centres undefined),5,-7
O=C1CCCc2oc3c(Cl)cc(NS(=O)(=O)c4ccc(Br)cc4)cc3c21,2,-2
O=C(CC(C(=O)N1CCc2ccccc21)n1ccnc1)NCCCN1CCCCCC1 (centres undefined),12,-8
CN(CCCNc1ccc([N+](=O)[O-])cc1[N+](=O)[O-])c1ccc(Cl)nn1,3,-8
COc1cc(NC(=O)Cn2nc3c(cc2=O)CCCC3)cc(OC)c1OC,-2,-2
COc1ccccc1NC(=O)C(=O)N1CCCCC1,0,-1
CC1(C)CC(=O)C(C(c2cccc(OCc3ccccc3)c2)C2C(=O)CC(C)(C)CC2=O)C(=O)C1,19,-9
COCCNC(=O)C1(C)CCC(=O)N1Cc1ccco1 (centres undefined),6,0
O=C1c2ccccc2C(=O)N1CCCCN(C(=O)c1cccc([N+](=O)[O-])c1)c1ccc(F)cc1F,16,12
O=C(O)c1ccccc1C(=O)NCCNc1ccc(C(F)(F)F)cn1,x,-3
Cc1cc(C)cc(Oc2c(C(F)(F)F)oc3c(CN4CCN(C)CC4)c(O)ccc3c2=O)c1,20,-6
CCOc1ccc(CN2CCCC2c2cc(C(C)C)on2)cc1OC (centres undefined),6,-4
CCOc1ccccc1C(=O)N1CCN(c2ncnc3c2CCC3)CC1,-3,2
O=C(Cc1cccs1)N1CCc2cc(-c3ccno3)ccc21,-6,-4
CC(c1ccccc1)n1c(CO)nc2ccccc21 (centres undefined),3,-5
COc1ccccc1N=CC=C1OC(C)(C)C(C)(C)O1,27,-2
COc1cc(NC(=O)c2cc(-c3ccc(Cl)c(Cl)c3)on2)cc(OC)c1OC,-2,6
Cc1cc(C(=O)N2CCN(c3nc4c(S(C)(=O)=O)cccc4s3)CC2)on1,-5,-8
Cc1ccc(C(=O)NCCn2c(C)cc3ccccc32)cc1C,7,0
O=C(CCCn1c(=O)c2sccc2n(Cc2ccc(F)cc2)c1=O)NCc1ccco1,2,1
Cc1ccc(N2C(=O)CC(SCc3ccccc3)C2=O)cc1 (centres undefined),-1,-2
Cc1ccc(CC2CC(=O)N(c3cccc(C(F)(F)F)c3)C2=O)cc1 (centres undefined),-18,5
COc1ccccc1NC(=O)N=S1CCN(C(=O)c2ccc(Cl)cc2)CC1,x,-1
COC(=O)C1CN(Cc2ccc(OC)cc2)CCS(=O)(=O)N1Cc1ccc(Cl)cc1 (centres undefined),7,-6
O=C(c1ccsc1)N1CCN(c2nc(CN3CCCCCC3)cs2)CC1,47,-10
COc1cccc(C2C(C(N)=O)=C(C)Nc3nc(SCc4ccccc4Cl)nn32)c1 (centres undefined),10,1
O=S(=O)(c1cccs1)N1CCN(c2ccccc2)CC1,x,0
C=CCN(CC=C)C(=O)C[n+]1ccc(C(N)=O)cc1,2,1
CCC(C(=O)Nc1c2c(nn1-c1ccc(F)cc1)CS(=O)(=O)C2)c1ccccc1 (centres undefined),0,4
COc1ccc(OC)c(Nc2ncc3c(n2)CCN(Cc2ccc(OC)c(OC)c2)C3)c1,40,-1
O=C(Nc1ccc(Br)cn1)c1cc2nc(-c3cccs3)cc(C(F)(F)F)n2n1,5,-3
CC(C(=O)NCCN(C)C)N1C(=O)c2ccccc2C1=O (centres undefined),1,-2
CCCCCCc1cc2cc(C(N)=O)c(=O)oc2cc1O,-9,-25
COCCCn1c(=N)c(C(=O)NCC2CCCO2)cc2c(=O)n3cccc(C)c3nc21 (centres undefined),3,1
O=C(Nc1ccc(O)c2c(=O)cc(-c3ccccc3Cl)oc12)c1ccc(Cl)cc1Cl,-3&-1,1&-2
COc1ccc(NCc2ccc([N+](=O)[O-])s2)cc1OC,65*,4
Cc1noc(C)c1CC(=O)N1CCC(Nc2cccnc2)C1 (centres undefined),-2,1

# Screens deposited in PubChem BioAssay by University of Kansas High Throughput Screening Laboratory.
